IDE cell inh: human IDE inhibitors in live cells, primary screen, fluorescence polarization, HEK cells, FAbetaB substrate. Insulin-degrading enzyme (Homo sapiens), P14735. FAbetaB cleavage. inhibition, % at 5.59 µM. 320,000 compounds, 0.41% hits. AID 434962, 2010;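 active = percent inhibition above the average of all tested compounds plus 3 SD, set per screening campaign, cut at about 16% in these data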;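 also: IDE supplied by intact live HEK cells; FP after avidin binding of uncleaved biotin substrate so inhibition keeps polarization high; 0% = DMSO wells and 100% = 60 µM reference IDE inhibitor Ii1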
VIM-2 inh: VIM-2 metallo-beta-lactamase inhibitors, primary screen, biochemical, epi-absorbance readout, Pseudomonas aeruginosa enzyme; purified VIM-2, nitrocefin hydrolysis, epi-absorbance fluorescence; inhibition, % at 5.6 µM; 290,000 compounds, 0.89% hits;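 active = inhibition above the mean of all tested compounds plus 3 SD, cutoff set per screening run, cut at about 7.5% in these data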;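 also: red hydrolysis product quenches plate fluorescence so inhibitors raise well fluorescence; 0% = enzyme with DMSO and 100% = DMSO without enzyme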
NALP1 yeast inh: NALP1 inflammasome inhibitors in reconstituted yeast, colorimetric, S. cerevisiae, triplicate retest | S. cerevisiae NALP1/ASC/caspase-1 growth, X-gal OD620, 72 h | 280,000 compounds, 0.61% hits | inhibition, % at 10 µM; in the data active = inhibition mostly above about 24%, no sharp cut-off; inactive = mostly below about 32%; also: some compounds called inactive have numbers as strong as hits
IMP-1 inh: IMP-1 metallo-beta-lactamase inhibitors, primary screen, biochemical, epi-absorbance readout, Pseudomonas aeruginosa enzyme; metallo-beta-lactamase IMP-1 (Pseudomonas aeruginosa); 290,000 compounds, 0.45% hits; AID 1556, 2009; inhibition, % at 5.6 µM; purified IMP-1, nitrocefin hydrolysis, epi-absorbance fluorescence;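 active = inhibition above the mean plus 3 SD of all compounds in the same screening run, cut at about 4.5% in these data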;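 also: 0% = IMP-1 with DMSO and 100% = DMSO wells lacking enzyme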
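Assay system: purified IMP-1; Quantity: IMP-1 0.2 nM before substrate addition; Medium: HEPES buffer pH 7.1 with ZnSO4 and Brij 35; Incubation: 15 min enzyme–compound preincubation, then 25 min nitrocefin reaction, 25 °C; Signal: fluorescence quenching readout, ex 480/em 530 nm; Controls: DMSO with and without IMP-1; Repeats: singlicate testing.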
M18AAP inhibitor: PfM18AAP inhibitors, malaria aminopeptidase, primary screen, biochemical, QFRET, recombinant enzyme; inhibition, % at 7.35 µM; 290,000 compounds, 1.2% hits; H-Glu-NHMec fluorogenic cleavage; M18 aspartyl aminopeptidase (Plasmodium falciparum 3D7); AID 1822, 2009;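 active = inhibition above the campaign mean inhibition over all tested compounds plus 3 SD, cut at about 28% in these data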;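 also: 0% = plate median of test compound wells and 100% = 2 mM ZnCl2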
GPR7 antag: GPR7 receptor antagonists, primary screen, cell-based, fluorescence, single concentration. AID 1861, 2009. inhibition, % at 4.4 µM. Neuropeptides B/W receptor type 1 (Homo sapiens), P48145. GPR7-expressing cells, fluorescence antagonist assay. 290,000 compounds, 1.1% hits; in the data active = inhibition above about 16%, passing the limit was not always enough;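 also: cells stimulated with the agonist NPW; 0% = agonist with vehicle and 100% = vehicle without agonist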
Target sequence (P48145 whole entry, looked up): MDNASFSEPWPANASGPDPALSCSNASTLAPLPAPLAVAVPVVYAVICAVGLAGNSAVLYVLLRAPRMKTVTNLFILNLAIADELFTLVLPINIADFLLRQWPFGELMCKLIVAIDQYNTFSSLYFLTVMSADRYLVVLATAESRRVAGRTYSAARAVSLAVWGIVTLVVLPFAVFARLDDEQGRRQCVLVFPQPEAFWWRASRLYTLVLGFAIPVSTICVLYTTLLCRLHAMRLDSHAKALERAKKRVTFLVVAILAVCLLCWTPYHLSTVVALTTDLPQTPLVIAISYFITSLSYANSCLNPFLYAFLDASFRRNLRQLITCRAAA
pCIP destab: p/CIP-EGFP fusion destabilizers, primary screen, fluorescence, F442A cells. Q05BA5. 16 h. decrease of EGFP signal, % at 10 µM. 290,000 compounds, 0.01% hits. AID 1984, 2009;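 active = EGFP signal decrease of at least 30% at 10 µM or well 3 SD below plate mean, unless failing retest; inactive = the rest, including hits failing retest or dose response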; also: some compounds called inactive have numbers as strong as hits; many of its hits are not listed in these tables
PHOSPHO1 block: PubChem AID 1565; recombinant PHOSPHO1, absorbance phosphatase assay; inhibition, % at 13.3 µM; 290,000 compounds, 1.1% hits; in the data active = inhibition above about 60%
Target sequence (Q8TCT1 whole entry, looked up): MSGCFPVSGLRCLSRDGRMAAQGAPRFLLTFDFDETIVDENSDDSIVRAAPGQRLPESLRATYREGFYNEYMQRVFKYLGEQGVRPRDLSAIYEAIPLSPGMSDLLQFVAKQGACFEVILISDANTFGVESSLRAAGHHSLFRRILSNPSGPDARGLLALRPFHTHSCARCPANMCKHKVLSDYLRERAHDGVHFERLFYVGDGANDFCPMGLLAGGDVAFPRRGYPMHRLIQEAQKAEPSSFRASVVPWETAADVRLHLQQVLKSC
IDE cell activ: human IDE activators in live cells, primary screen, fluorescence polarization, HEK cells, FAbeta-B substrate; Insulin-degrading enzyme (Homo sapiens), P14735; FAbeta-B cleavage; 0% vehicle, 100% cell-free pure enzyme wells; activation, % at 5.96 µM; 340,000 compounds, 0.073% hits;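 active = activation above the mean of all tested compounds plus 3 SD, set per screening campaign, cut at about 17% in these data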
Active calls of the source: *; . = no result given.

item	smiles	IDE cell inh	VIM-2 inh	NALP1 yeast inh	IMP-1 inh	M18AAP inhibitor	GPR7 antag	pCIP destab	PHOSPHO1 block	IDE cell activ
1	O=c1cnnc(N/N=C/c2ccc3c(c2)OCO3)[nH]1	-4	-4.1	.	-1.3	-11	12	-12	27	4
2	COc1ccc(NC(=O)COc2ccc(/C=N/n3c(C)nnc3C)cc2OC)cc1	6	0.0	-4	-2.4	-3	-1	1	-9	-1
3	Cc1cccc2cc(CN(Cc3cccnc3)C(=O)c3ccccc3F)c(Cl)nc12	1	-3.6	22	-2.0	-8	-4	2	-3	-4
4	Cc1cccc(NC(=O)CO/N=C/c2ccc3c(c2)OCO3)c1	2	-5.2	31	-3.2	-2	-7	-7	-6	8
5	CCn1c(SCC(=O)Nc2ccc(NC(=O)c3cccs3)cc2)nnc1-c1cccnc1	5	-1.8	-6	-3.8	2	-5	-5	-2	-3
6	COc1cc(OC)c2ccc(=O)oc2c1C(CCN1CCCC1)c1ccc2c(c1)OCO2 (configuration not stated)	9	.	-2	.	.	.	-13	40	2
7	Cc1ccc(O)c(/C=N/NC(=O)COc2ccc3c(C)cc(=O)oc3c2)c1	2	-0.8	-12	-2.0	15	5	-1	-9	1
8	O=C(O)Cn1nc(-c2ccc(F)cc2)oc1=O	-5	-1.5	0	-3.3	-1	-2	-6	2	5
9	OC(CN1CCN(c2ncc(C(F)(F)F)cc2Cl)CC1)c1ccccc1 (configuration not stated)	5	-2.5	6	-3.4	6	-4	2	33	-5
10	O=C(CSc1nnc(CNC(=O)c2c(F)cccc2Cl)o1)NCCc1ccccc1	-1	-2.5	-6	-2.3	-1	-10	-4	44	0
11	Cc1cc(SCc2ccc(Br)cc2)nc(=O)[nH]1	2	-4.7	9	-2.4	-1	-1	-9	47	-3
12	Cc1nc(Nc2ccccc2)sc1C	0	-2.3	5	-2.0	8	-7	-2	-6	0
13	Cc1[nH]n(S(=O)(=O)Cc2ccccc2)c(=O)c1N=Nc1ccccc1Cl	-8	-2.5	-22	-3.9	2	-9	1	-33	2
14	CCOc1ccc(NS(=O)(=O)c2ccc(NC(=O)C3CCCO3)cc2)cc1 (configuration not stated)	0	-3.3	8	-2.1	1	1	-6	8	6
15	CC(C)c1ccc(N(C(=O)c2cc3ccccc3oc2=O)C2C=CS(=O)(=O)C2)cc1 (configuration not stated)	-5	0.5	3	-0.3	-6	-3	-8	-6	1
16	COc1cc2c(cc1NC(=O)CN1C(=O)NC3(CCc4ccccc43)C1=O)oc1ccccc12 (configuration not stated)	-2	-0.9	19	-0.4	-1	33*	-1	-11	-1
17	COc1cccc(C(=O)Oc2ccc(N3C(=O)CCC3=O)c(C)c2)c1	10	-0.3	35*	-1.5	2	-6	-17	38	5
18	Cc1nc2cc(NC(=O)c3ccc(Cl)cc3)ccc2n1C	6	-2.6	-2	-3.4	-8	-12	2	30	2
19	CCn1cc(/C=N/NC(=O)c2ccc(C#N)cc2F)c2ccccc21	-3	-3.9	-15	-1.9	6	10	-1	33	2
20	CCOC(=O)c1cc2sccc2n1CC(=O)C(C)(C)C	1	-7.3	-4	-2.1	7	-9	-19	40	1
21	Cc1cc(-c2nnc(SCC(=O)Nc3ccc(Br)cc3F)n2N)n[nH]1	-2	-2.6	10	-2.8	5	-13	-6	-14	1
22	COc1cccc(CN2CC(C(=O)N3CCCC3)CCC2=O)c1 (configuration not stated)	-1	-0.5	5	-1.3	-6	-10	-2	22	4
23	Cc1ccc(NC(=S)N(CCN(C)C)C(C)c2ccco2)cc1C (configuration not stated)	-1	-1.5	-1	-2.7	-1	3	-3	-15	-3
24	CC1(C)CC2CC(C)(CN2C(=O)COC(=O)CNC(=O)c2ccc(Cl)c(Cl)c2)C1 (configuration not stated)	3	-2.5	28	-1.0	-2	0	9	-6	7
25	Cc1ccc(C2(C(F)(F)F)N=C3Sc4cc(C)ccc4N3C(=O)N2)cc1 (configuration not stated)	-2	-1.8	36*	-0.1	0	1	-10	15	.
26	CC(=O)c1c(C)[nH]c(C(=O)COC(=O)CCSc2ccccc2)c1C	2	-0.3	29	-2.2	-1	-7	3	-5	3
27	CCOc1ccc(CC(=O)N2CCN(c3ccc(N4CCOCC4)nn3)CC2)cc1OCC	1	-2.3	11	-2.6	-3	-11	13	22	8
28	COc1cccc(N2CCN(Cc3nc(N)nc(Nc4ccccc4OC)n3)CC2)c1	-5	-4.4	.	-4.1	-9	-11	-1	13	2
29	COc1ccc(-c2nc3ccc(C(=O)NCC(OC)OC)cc3nc2-c2ccc(OC)c(OC)c2)cc1OC	-1	-2.2	0	-2.6	0	-17	-1	-7	4
30	C/C=C/C(=O)OCC(=O)Nc1cccc(Br)c1	1	1.1	2	-2.8	-6	0	4	36	0

A different layout for some results above:
[20] CCOC(=O)c1cc2sccc2n1CC(=O)C(C)(C)C
[21] Cc1cc(-c2nnc(SCC(=O)Nc3ccc(Br)cc3F)n2N)n[nH]1
[22] COc1cccc(CN2CC(C(=O)N3CCCC3)CCC2=O)c1 (configuration not stated)
[23] Cc1ccc(NC(=S)N(CCN(C)C)C(C)c2ccco2)cc1C (configuration not stated)
[24] CC1(C)CC2CC(C)(CN2C(=O)COC(=O)CNC(=O)c2ccc(Cl)c(Cl)c2)C1 (configuration not stated)
[25] Cc1ccc(C2(C(F)(F)F)N=C3Sc4cc(C)ccc4N3C(=O)N2)cc1 (configuration not stated)
[26] CC(=O)c1c(C)[nH]c(C(=O)COC(=O)CCSc2ccccc2)c1C
[27] CCOc1ccc(CC(=O)N2CCN(c3ccc(N4CCOCC4)nn3)CC2)cc1OCC
[28] COc1cccc(N2CCN(Cc3nc(N)nc(Nc4ccccc4OC)n3)CC2)c1
[29] COc1ccc(-c2nc3ccc(C(=O)NCC(OC)OC)cc3nc2-c2ccc(OC)c(OC)c2)cc1OC

| assay / entry | 20 | 21 | 22 | 23 | 24 | 25 | 26 | 27 | 28 | 29 |
| --- | --- | --- | --- | --- | --- | --- | --- | --- | --- | --- |
| IDE cell inh | 1 | -2 | -1 | -1 | 3 | -2 | 2 | 1 | -5 | -1 |
| VIM-2 inh | -7.3 | -2.6 | -0.5 | -1.5 | -2.5 | -1.8 | -0.3 | -2.3 | -4.4 | -2.2 |
| NALP1 yeast inh | -4 | 10 | 5 | -1 | 28 | 36* | 29 | 11 | . | 0 |
| IMP-1 inh | -2.1 | -2.8 | -1.3 | -2.7 | -1.0 | -0.1 | -2.2 | -2.6 | -4.1 | -2.6 |
| M18AAP inhibitor | 7 | 5 | -6 | -1 | -2 | 0 | -1 | -3 | -9 | 0 |
| GPR7 antag | -9 | -13 | -10 | 3 | 0 | 1 | -7 | -11 | -11 | -17 |
| pCIP destab | -19 | -6 | -2 | -3 | 9 | -10 | 3 | 13 | -1 | -1 |
| PHOSPHO1 block | 40 | -14 | 22 | -15 | -6 | 15 | -5 | 22 | 13 | -7 |
| IDE cell activ | 1 | 1 | 4 | -3 | 7 | . | 3 | 8 | 2 | 4 |

[30] C/C=C/C(=O)OCC(=O)Nc1cccc(Br)c1

| assay / entry | 30 |
| --- | --- |
| IDE cell inh | 1 |
| VIM-2 inh | 1.1 |
| NALP1 yeast inh | 2 |
| IMP-1 inh | -2.8 |
| M18AAP inhibitor | -6 |
| GPR7 antag | 0 |
| pCIP destab | 4 |
| PHOSPHO1 block | 36 |
| IDE cell activ | 0 |

Next section.
item	smiles	IDE cell inh	VIM-2 inh	NALP1 yeast inh	IMP-1 inh	M18AAP inhibitor	GPR7 antag	pCIP destab	PHOSPHO1 block	IDE cell activ
31	Cc1cc(/C=C2/SC(=O)N(CC(=O)N3CCOCC3)C2=O)c(C)n1-c1ccccc1F	3	-0.5	28	-0.9	-1	3	5	4	-3
32	COc1ccc(-c2nc3ncnn3cc2C)cc1F	7	-2.6	15	-2.7	1	-9	-12	40	3
33	CCc1ccc(OCC2c3cc(OC)c(OC)cc3CCN2C(=S)NC)cc1 (configuration not stated)	-3	-3.7	2	-3.0	0	36*	-4	37	5
34	Cc1ccc(-c2nnc(SCC(=O)NNC(=O)COc3cccc(C)c3)n2C)cc1	-2	-1.0	1	-2.7	3	-20	-7	7	1
35	CC1CCCN(c2ncnc3c2cnn3-c2ccc(Cl)cc2)C1 (configuration not stated)	-3	.	12	.	.	.	-32	18	5
36	O=C(C1CCCCC1)N1CCCC(c2nc3c(nnn3Cc3ccccc3)c(=O)[nH]2)C1 (configuration not stated)	2	-2.4	-16	-1.2	-9	-6	-10	1	2
37	CC1(C)Cc2c(C#N)c(SCC(=O)c3ccccc3)nc(N3CCCC3)c2CO1	.	-2.2	.	0.2	4	-4	.	.	.
38	COCCCNC(=O)Cn1nc(-c2ccc(C)cc2)ccc1=O	1	-1.4	3	1.3	4	7	10	-36	2
39	CN(C)c1ccc(-c2nnc(-c3ccccc3F)o2)cc1	-3	1.7	7	-1.9	2	2	-12	8	3
40	CC(C)C(NC(=O)c1c(F)cccc1F)C(=O)NCCc1ccc(S(N)(=O)=O)cc1 (configuration not stated)	-2	-2.7	8	-2.2	2	-2	-10	47	3
41	NS(=O)(=O)c1ccc(CCNC(=O)CCCn2c(=O)[nH]c3ccc(Br)cc3c2=O)cc1	1	-1.4	-11	-4.1	2	-3	-6	37	3
42	CCOc1cnc(-c2c(-c3ccccc3Cl)noc2C)o1	0	-1.4	-23	-0.5	-3	1	2	20	-2
43	CCC(=O)Nc1cc2c(cc1C(=O)CC)OCCO2	-3	0.9	-4	0.2	-4	-2	-2	-5	-5
44	CCN(CC)CCCNC(=O)c1nn(-c2ccccc2OC)c(=O)c2ccccc12	3	-2.3	23	-3.2	-1	11	6	5	-8
45	Cc1cccc(Nc2nc3ccccc3s2)c1C	2	-5.7	25	-6.1	-5	0	-5	21	6
46	COc1ccccc1C(=O)N1CCN(Cc2cn[nH]c2-c2ccc(F)cc2F)CC1	0	-1.6	9	-2.1	-2	-3	18	6	-1
47	CC(=O)Nc1nonc1-c1nc2ccccc2n1Cc1nnc(C)o1	6	2.9	4	1.1	-6	0	3	3	3
48	O=C(C(=O)N1CCc2ccccc2C1)c1c[nH]c2ccccc12	1	-3.7	2	-2.9	-4	-15	-1	48	3
49	CCN(CC)S(=O)(=O)c1ccc(C(=O)NNC(=O)C2CCN(S(=O)(=O)c3ccc(Cl)cc3)CC2)cc1	2	-2.6	23	-3.2	2	-11	-4	1	-2
50	CCOc1nc(SCCOc2ccc(C)cc2)nc(N(C)C)n1	3	2.2	4	-2.7	1	-7	-11	-26	-1
51	CN1CCN(c2nc3c(c(=O)n(C)c(=O)n3C)n2Cc2ccccc2Cl)CC1	9	1.6	14	-5.0	-2	-6	4	.	2
52	O=C(Nc1cc(F)ccc1F)N1CCN(c2ccnc3cc(Cl)ccc23)CC1	22*	0.1	.	-3.1	1	-11	-22	17	-39
53	Cc1nc(SCC(=O)OCc2ccccc2)c2c(=O)n(C)c(=O)n(C)c2n1	-2	.	.	.	.	.	-1	-2	3
54	COC(=O)CCCn1nc(NC(=O)c2ccco2)cc1C	-7	-1.9	11	-1.2	-6	-11	-2	15	3

Screens deposited in PubChem by several laboratories.
